# Assay outcomes: PubChem, several laboratories
# UHRF1 binding: UHRF1 methyl-DNA binding inhibition | Q96T88 | UHRF1 binding to methylated oligo, TR-FRET | inhibition, % at 4.4 µM | actives 0.75% (n = 370,000) | AID 687016; in the data active means inhibition above about 21%;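 further: UHRF1 SRA domain binding a hemimethylated CpG hairpin DNA probe; 0% = median of test compound wells and 100% = reference inhibitor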
# HTRA1 inhibitor: blocks human HTRA1 serine peptidase | recombinant HTRA1, FP-rhodamine activity-based probe, fluorescence polarization | inhibition, % at 5.96 µM | actives 0.5% (n = 340,000) | AID 504803; in the data active means inhibition above about 36%;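 further: 0% = enzyme with DMSO and 100% = wells lacking enzyme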
# Rev-erbA mod: Rev-erb alpha (human) modulation. AID 1259318. Rev-erbα–FITC-DNA binding, fluorescence polarization, 90 min. P20393. activity, % at 10 µM. actives 0.79% (n = 370,000);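 active means activity above about 14%, limit read from the data; passing the limit was not always enough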;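 further: 0% = DMSO wells with 35 nM protein and 100% = DMSO wells with 750 nM protein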
# PRMT1 FP inh: inhibitors of human PRMT1; Q99873; inhibition, % at 2.79 µM; actives 1.3% (n = 370,000); recombinant PRMT1, activity-based probe fluorescence polarization;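 active means inhibition above about 21% made by adding two undisclosed values, limit read from the data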
# rCAG binder: molecules binding r(CAG) RNA repeats | r(CAG) RNA repeat, TO-PRO-1 dye displacement fluorescence | inhibition, % at 3 µM | actives 1.3% (n = 370,000);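 active means inhibition above the plate cutoff, the mean of all test compounds on that plate plus 3 SD, cut at about 35% in these data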;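 further: 0% = DMSO alone and 100% = 100 µM mitoxantrone as full dye displacement; higher means more dye released from RNA so lower well fluorescence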
# PG9 Ab binder: PG9 antibody binding by small molecule; TR-FRET gp120-PG9 antibody binding; inhibition, % at 6.7 µM; actives 0.43% (n = 360,000); in the data active means inhibition above about 8.5%
# TCR CD3 inh: blocks the human TCR-CD3 interaction; TAMRA-labeled TCR probe fluorescence, biochemical; actives 0.37% (n = 360,000); AID 651800; inhibition, % at 9.4 µM; in the data active means inhibition above about 19%;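 further: recombinant mutant TCR 2C K166C tagged with TAMRA read by polarization; 0% = receptor in buffer alone and 100% = receptor with positive control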
# LEDGF integ inh: blocks HIV-1 LEDGF/p75-dependent DNA integration. TR-FRET IN-LEDGF/p75 DNA integration, Eu/Cy5. inhibition, % at 3.7 µM. actives 0.64% (n = 370,000);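 active means inhibition above the screen-wide mean plus 3 SD, cut at about 13% in these data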;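 further: signal is the Cy5 over europium emission ratio at 671 and 618 nm; 0% = plate median of compound wells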
# mABHD4 FP: ABHD4 (mouse) inhibition, primary FP screen; purified mABHD4, FP-Rh probe fluorescence polarization; inhibition, % at 8.92 µM; actives 0.54% (n = 370,000); AID 720543;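 active means inhibition exceeding the mean over every tested compound plus 3 SD, cut at about 30% in these data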;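 further: 0% = plate median of compound wells and 100% = S159A mutant with DMSO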
# Target sequence (Q8VD66 whole entry, looked up): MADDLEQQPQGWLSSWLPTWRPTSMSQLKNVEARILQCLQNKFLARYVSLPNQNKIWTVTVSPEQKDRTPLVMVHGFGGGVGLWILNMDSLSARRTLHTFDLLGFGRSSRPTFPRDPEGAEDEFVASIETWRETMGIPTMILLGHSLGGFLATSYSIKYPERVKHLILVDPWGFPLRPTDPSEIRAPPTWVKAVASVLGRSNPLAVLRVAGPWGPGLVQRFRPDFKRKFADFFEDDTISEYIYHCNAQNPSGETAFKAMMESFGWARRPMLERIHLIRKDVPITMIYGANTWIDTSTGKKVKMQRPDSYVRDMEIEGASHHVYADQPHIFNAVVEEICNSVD
#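 Doses – 8.92 µM, single dose · Material – wild-type mouse ABHD4 protein · Replication – single well per compound (singlicate) · Measure – percent inhibition of probe binding, normalized to plate controls · Schedule – 45 min compound pre-incubation plus 60 min probe step, 25 °C · Detection – fluorescence polarization with parallel and perpendicular emission, 525/598 nm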
# MBD2 DNA inh: blocks human MBD2 binding to methylated DNA | AID 686964 | TR-FRET, MBD2 binding to methylated oligonucleotide | actives 0.31% (n = 370,000) | inhibition, % at 4.4 µM | Q9UBB5; in the data active means inhibition above about 13%
# Target sequence (Q9UBB5 whole entry, looked up): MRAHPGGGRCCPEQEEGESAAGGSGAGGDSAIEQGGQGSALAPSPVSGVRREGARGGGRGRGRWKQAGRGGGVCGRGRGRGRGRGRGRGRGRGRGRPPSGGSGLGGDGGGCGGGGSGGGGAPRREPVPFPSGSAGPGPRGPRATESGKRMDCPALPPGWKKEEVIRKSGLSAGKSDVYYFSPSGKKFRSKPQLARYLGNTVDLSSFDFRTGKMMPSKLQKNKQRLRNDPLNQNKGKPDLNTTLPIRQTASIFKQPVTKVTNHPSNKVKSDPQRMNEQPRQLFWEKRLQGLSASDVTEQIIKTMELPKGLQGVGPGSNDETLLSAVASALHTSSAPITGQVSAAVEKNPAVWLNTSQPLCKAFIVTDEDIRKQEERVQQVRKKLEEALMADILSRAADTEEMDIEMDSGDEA
# Numbers without * were called inactive; x = no result given. Not all compounds are listed; count on the stated rates, not on these rows.
# Start of the data: the first two records, ahead of the listing:
SMILES,UHRF1 binding,HTRA1 inhibitor,Rev-erbA mod,PRMT1 FP inh,rCAG binder,PG9 Ab binder,TCR CD3 inh,LEDGF integ inh,mABHD4 FP,MBD2 DNA inh
O=C(c1cccc(-c2ccccc2)c1)N1CC[C@@H](N2CCC(O)CC2)[C@H](O)C1,-2,7,-4,1,0,1.1,-7,3,-3,-1
COc1cc(/C=C/C(=O)NCCn2c(C)cc3ccccc32)cc(OC)c1OC,1,-6,5,9,3,-1.4,-5,-2,3,3

# This part in full, from the start:
SMILES,UHRF1 binding,HTRA1 inhibitor,Rev-erbA mod,PRMT1 FP inh,rCAG binder,PG9 Ab binder,TCR CD3 inh,LEDGF integ inh,mABHD4 FP,MBD2 DNA inh
O=C(c1cccc(-c2ccccc2)c1)N1CC[C@@H](N2CCC(O)CC2)[C@H](O)C1,-2,7,-4,1,0,1.1,-7,3,-3,-1
COc1cc(/C=C/C(=O)NCCn2c(C)cc3ccccc32)cc(OC)c1OC,1,-6,5,9,3,-1.4,-5,-2,3,3
O=C(CSc1n[nH]c(-c2ccccc2Cl)n1)NC1CCCCC1,2,-5,-2,0,2,0.0,-7,-2,0,2
O=C(Cc1ccc(-n2c(=O)c3ccccc3n(Cc3ccccc3Cl)c2=O)cc1)NCC1CCCO1 (stereo unspecified),-1,-5,4,1,2,1.1,-2,-5,-2,5
CCOC(=O)C1CCCN(C(=O)CCCn2c(=O)c3cccn3c3cccnc32)C1 (stereo unspecified),-1,-1,5,-3,-4,-1.3,6,0,-6,-2
COc1ccc(/C=N/NC(=O)CNC(=O)c2cccs2)cc1,1,0,1,1,0,-1.5,0,2,-7,-6
Cc1cc(NC(=O)c2cc(-c3cccc(Cl)c3)on2)no1,-2,-2,4,-4,2,1.3,1,-2,-8,3
Cc1cc(C(=O)NN=C2CC(=O)CC(C)(C)C2)c(C)o1,-1,3,-3,-2,0,-1.2,6,2,7,-1
CSc1ncccc1C(=O)Nc1nnc(C2CC2)s1,-4,3,7,1,1,0.8,-4,-1,3,3
COc1ccc(Cl)cc1NC(=O)CN(C)C(=O)c1ccc(-n2nc(C)cc2C)cc1,15,2,1,2,-2,0.2,-1,-7,-3,5
CCCC(C(=O)NC(C)(C)C)N(Cc1ccccc1Cl)C(=O)c1snc(C(N)=O)c1N (stereo unspecified),-1,-19,1,-8,-4,-1.4,3,0,-7,-6
FC(F)(F)c1nc2ccccc2n1CCNc1nc(CN2CCCCC2)cs1,1,10,-3,5,-2,3.3,-10,1,-2,-1
Cc1ccnc(NC(=O)c2cccc(NC(=O)c3ccc(Cl)cc3)c2)c1,2,-33,-3,-1,2,-3.1,4,-1,-19,-2
CCOC(=O)[C@]12CCC=C1N(Cc1ccco1)C(=O)[C@H](CC(=O)NCc1ccc(OC)c(OC)c1)C2,-3,x,-3,6,9,-0.2,4,-3,2,-2
Cc1ccc2c3c1C(=O)C(=O)N3C(C)(C)CC2C (stereo unspecified),-9,0,-1,0,1,-1.8,5,1,5,-18
CC(=O)Nc1ccc(NCCc2ccco2)cc1,-1,x,-3,-1,3,-4.0,-1,2,2,0
O=C(CN1CCOCC1)Nc1ccc([N+](=O)[O-])cc1,-1,11,-4,-3,-1,-2.3,9,-5,-2,4
Cc1c(Cl)cccc1NC(=O)CSc1ncnc2c1cnn2CCO,-1,-6,2,4,1,-1.6,3,5,-11,-2
CCN(CC(=O)Nc1ccc(NC(C)=O)cc1)C(=O)C1CC(=O)N(c2ccc3c(c2)OCCO3)C1 (stereo unspecified),2,0,-1,1,1,-1.4,-2,0,7,0
COc1cc2[nH]c(=O)n(CCCCCC(=O)NCCCN3CCOCC3)c(=O)c2cc1OC,1,2,-3,-2,-2,0.5,10,0,-4,2

# Single values from the list.
# Result of Cc1c(Cl)cccc1NC(=O)CSc1ncnc2c1cnn2CCO in MBD2 DNA inh: -2
# Result of CCN(CC(=O)Nc1ccc(NC(C)=O)cc1)C(=O)C1CC(=O)N(c2ccc3c(c2)OCCO3)C1 (stereo unspecified) in PRMT1 FP inh: 1
# Result of COc1ccc(/C=N/NC(=O)CNC(=O)c2cccs2)cc1 in PG9 Ab binder: -1.5
# Result of O=C(CN1CCOCC1)Nc1ccc([N+](=O)[O-])cc1 in HTRA1 inhibitor: 11
# Result of Cc1cc(C(=O)NN=C2CC(=O)CC(C)(C)C2)c(C)o1 in Rev-erbA mod: -3

# Going on with the list.
SMILES,UHRF1 binding,HTRA1 inhibitor,Rev-erbA mod,PRMT1 FP inh,rCAG binder,PG9 Ab binder,TCR CD3 inh,LEDGF integ inh,mABHD4 FP,MBD2 DNA inh
Cc1cc(NC(=O)CSc2ccc3nnc(-c4cccc(F)c4)n3n2)no1,-1,-14,2,1,-1,-0.7,4,3,-6,1
Cc1nc2ccc(C(=O)N3CCSCC3)cc2s1,2,4,-2,3,4,0.1,-2,3,-1,-4
CCOc1ccc(C=Nc2cccc3ncccc23)cc1,-9,2,-3,3,-1,-0.7,-3,3,1,-9
CCOc1cc(/C=N/NC(=O)CCc2n[nH]c(=O)[nH]c2=O)ccc1O,-3,4,-6,-4,2,-2.3,4,2,-4,-3
COc1ccc(OC)c(CC(=O)Nc2ccc3c(c2)CCC3)c1,-2,-5,4,-1,0,-1.0,5,0,-2,0
COc1ccc(S(=O)(=O)NCCN2CCOCC2)cc1Br,1,11,-1,2,2,1.1,0,-2,0,-3
O=C(COC(=O)CNC(=O)C1CCCCC1)Nc1ccc(Cl)cn1,0,1,-2,-2,-1,-1.8,4,-1,-1,2
O=C1c2ccccc2-c2c1cccc2C(=O)N(CCO)CCO,-2,-3,3,0,0,-2.3,-4,3,-1,-3
O=C(NCCC(=O)N1CCCCC1)c1ccccc1Cl,-2,7,4,0,-4,-0.8,2,1,-1,2
O=C(c1ccc2c(c1)N(Cc1ccccc1)CCS2)N1CCCCC1,6,-8,-4,0,5,1.4,-7,2,4,2
CCC(=O)Oc1ccc2ccccc2c1CNC(=O)c1ccccc1,-1,-7,3,-2,-5,1.2,13,2,-14,-6
O=C(CN1CCCCCC1)N1c2ccccc2Sc2ccc(C(F)(F)F)cc21,3,-20,2,1,-7,-0.9,-10,5,-6,2
CC(C)n1c(NCc2ccc(Cl)cc2)nc2ccccc21,-4,-8,3,-3,-6,0.9,2,3,1,-4
O=C(COc1ncnc2ccccc12)N1CCOCC1,-2,7,-8,-3,0,0.0,0,1,0,0
O=Nc1c(O)c2ccccc2c2ccccc12,-7,62*,-6,2,16,-5.5,0,-2,51*,-6
COc1ccc(NC(=O)CN(C)C(=O)c2ccccc2Sc2ncnc3sc(C)c(C)c23)cc1,3,-2,5,6,-2,2.1,3,-3,4,-7
Clc1ccc(-c2ccnc3nc(N4CCOCC4)nn23)c(Cl)c1,4,2,-6,2,-1,0.1,-3,4,-2,-4
O=c1c2cc(N3CCOCC3)ccc2[nH]c(=S)n1Cc1ccccc1Cl,2,1,0,-1,4,1.9,5,1,7,2
CCCCCCCCN1C(=O)[C@@H](CC(=O)N2CCN(C(=O)OCC)CC2)C[C@@]2(C(=O)OC)C1=C[C@H](C(C)(C)C)O[C@@H]2C,-1,x,1,-1,5,0.3,-5,-3,1,-1
CC1=NN(c2ccc(C)cc2)C(=O)/C1=C/c1ccc(-c2cc([N+](=O)[O-])ccc2O)o1,10,46*,9,4,56*,-2.9,-4,6,31*,2
Cn1nnnc1SCC(=O)NCCc1ccc(Cl)cc1,0,-4,2,-3,0,0.6,-8,2,11,-2
CS(=O)(=O)NCCNC(=O)c1cc(OCC(F)(F)F)ccc1OCC(F)(F)F,-2,-4,1,-2,2,-0.8,1,2,2,-5
Clc1ccc(C2=NCCn3nc4ccccc4c32)cc1,-2,-7,3,4,1,-1.1,-7,0,4,-1
COc1ccc2sc(-c3ccccc3OC)c(C#Cc3cncn3C)c2c1,-2,-89,6,-5,7,-9.2,7,2,-23,0
Cc1ccc(NN=C2C(=O)OC(C)(C)OC2=O)c(C)c1,6,13,0,0,1,-1.2,-2,-6,5,-2
CCCCn1c(N)c(N(CCOC)C(=O)c2ccc(S(=O)(=O)N(CC)c3ccccc3)cc2)c(=O)[nH]c1=O,0,5,3,2,1,1.0,4,2,-1,0
CCC(=O)OCC(=O)c1c(N)n(Cc2ccccc2)c(=O)n(C)c1=O,-4,-3,6,-2,4,-3.4,1,0,-1,-3
COC(=O)CNC(c1ccccc1)c1cc(C)ccc1NC(=O)CNC(=O)OCc1ccccc1 (stereo unspecified),-2,-27,-1,-2,-7,2.5,-1,2,11,4
CCC(C)(C)NC(=O)CCCSc1nc2ccccc2s1,3,x,5,1,-5,-2.0,6,4,-7,-1
CCOc1ccc2nc(COC(=O)c3ccncc3)c(C(=O)c3ccccc3)[n+]([O-])c2c1,2,x,13,-3,1,-1.0,1,4,-1,1
O=C(Cn1c(=O)c2c(ncn2Cc2ccccc2)n(Cc2ccccc2)c1=O)N1CCCC1,-3,-3,3,-1,-8,-1.3,0,-4,-3,-7
Nc1nc2ccccc2n1/N=C/c1ccc(-c2ccccc2)o1,-5,-11,3,-2,11,-1.1,3,1,1,-5
COC(=O)c1cc(C(=O)Nc2cccc(C)n2)cc([N+](=O)[O-])c1,-5,-2,10,-1,0,1.2,-4,-3,-2,3
CC1(C)O[C@@H]2C[C@H]3[C@@H]4C[C@H](F)C5=CC(=O)C=C[C@]5(C)[C@H]4[C@@H](O)C[C@]3(C)[C@]2(C(=O)CO)O1,1,1,2,4,0,-0.2,-9,-3,-1,2
Cc1ccc(C2Nc3ccccc3C(=O)N2CCN2CCNC2=O)cc1 (stereo unspecified),2,4,6,8,-4,-0.6,0,-2,-15,10
COC(=O)c1ccc(CNC(=O)Cn2cc(C)c(=O)[nH]c2=O)cc1,3,2,-4,4,1,-1.4,-3,-3,-3,-5
Cc1cc(C)cc(OCC(=O)OCc2nnc(-c3ccccc3)o2)c1,-3,-2,0,1,1,-1.7,2,-3,-4,0
N#C/C(=C(/O)COC(=O)CCc1ccc(S(=O)(=O)N2CCOCC2)cc1)c1nc2ccccc2[nH]1,0,23,-6,1,21,-1.4,1,0,16,1
Cc1ccc(C(=O)OCC(=O)N(C)c2ccccc2)c(C)c1,-1,5,2,7,-5,0.1,-3,-5,11,4
O=C(Nc1ccc(S(=O)(=O)NC2=NCCCCC2)cc1)c1cccs1,3,-11,-2,70*,0,-1.6,-8,5,-3,3
COc1ccc(C)cc1Nc1n[n+](-c2ccccc2)c(-c2ccc(OC)c(OC)c2OC)s1,2,-11,0,3,2,-0.1,-4,1,8,-5
COCCNC(C)C(=O)Nc1ccc(Br)cc1 (stereo unspecified),3,1,-2,-4,-4,-1.3,1,-4,0,4
CCN1CCN(C(=O)c2ccc(N3CC4CC(C3)c3cccc(=O)n3C4)c([N+](=O)[O-])c2)CC1 (stereo unspecified),0,3,4,0,-5,-1.5,-5,3,0,-2
COc1ccc(S(=O)(=O)N2CCCC(C(=O)N3CCN(C)CC3)C2)cc1Cl (stereo unspecified),1,-1,-6,2,-7,1.0,0,2,-1,4
CSc1ccc(CCNC(=O)CS(=O)(=O)Cc2nc(-c3ccccc3F)oc2C)cc1,2,2,-6,-1,-3,1.7,0,-2,-1,5
COC(=O)C1(CC2CC(c3cccc(Br)c3)=NO2)CCN(C(=O)OC(C)(C)C)CC1 (stereo unspecified),5,-26,-5,0,3,1.8,-4,1,-14,-1
CCN(Cc1ccc(NC(C)=O)cc1)CC1CCCN(CCc2cccc(F)c2)C1 (stereo unspecified),2,5,-5,-3,-12,-2.5,3,2,8,1
CCOc1ccc(NC(=O)NC2CC(=O)N(c3ccc(OC)cc3)C2)cc1 (stereo unspecified),-1,10,0,4,0,-0.7,0,3,5,-5
